DDE Tn7 FP inh: inhibitors of Tn7 peptide binding to human fibrin DD(E) | hit rate 0.13% among 370,000 | FP displacement of FITC-Tn7 peptide from fibrin DD(E); 0% = median of compound wells per plate | inhibition, % at 8.3 µM | AID 720508;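 active = inhibition above the mean of compounds falling within the control limits plus 3 SD of them, cut at about 14% in these data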;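 also: 0% = plate median of compound wells and 100% = 10 µM Aha-Tn7 peptide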
Target sequence (P02675 whole entry, looked up): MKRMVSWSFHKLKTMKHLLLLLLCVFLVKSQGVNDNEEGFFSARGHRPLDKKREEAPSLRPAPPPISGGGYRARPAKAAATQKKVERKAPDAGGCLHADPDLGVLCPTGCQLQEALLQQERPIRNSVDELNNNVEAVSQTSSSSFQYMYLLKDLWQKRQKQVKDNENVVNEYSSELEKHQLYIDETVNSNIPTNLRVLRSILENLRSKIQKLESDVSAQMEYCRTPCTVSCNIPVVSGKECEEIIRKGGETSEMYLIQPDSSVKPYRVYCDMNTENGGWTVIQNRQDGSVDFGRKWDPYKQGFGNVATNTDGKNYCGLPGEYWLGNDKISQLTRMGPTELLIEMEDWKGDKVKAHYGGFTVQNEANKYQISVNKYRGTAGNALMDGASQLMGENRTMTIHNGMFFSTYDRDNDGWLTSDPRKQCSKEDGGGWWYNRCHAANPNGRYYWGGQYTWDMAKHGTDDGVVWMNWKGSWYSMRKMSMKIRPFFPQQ
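Assay system: human fibrin DD(E) protein / Input: 2 µM fibrin DD(E) / Benchmarks: high control of 10 µM Aha-Tn7 peptide / Measured by: fluorescence polarization of the labelled Tn7 tracer / Medium: Tris buffer with calcium and detergent, pH 7.8 / Timing: 10 min compound pre-incubation, 3 h probe incubation at room temperature / Repeats: one replicate per compound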
Tn6 DDE FP: DD(E)-Tn6 binding inhibition, primary FP screen; Fibrin DD(E) TRITC-Tn6 fluorescence polarization displacement; inhibition, % at 8.3 µM; hit rate 0.21% among 370,000;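 active = inhibition above a per-campaign cutoff: mean of compounds within control limits plus 3 SD, cut at about 15% in these data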;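 also: 0% = median of all compound wells on the plate and 100% = blocking peptide control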
SIAE inh: blocks human sialic acid acetylesterase. Q9HAT2. SIAE FP-Rh probe binding, fluorescence polarization. inhibition, % at 9.66 µM. hit rate 0.69% among 370,000. AID 1053197;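 active = inhibition above a cutoff: mean of compounds within the control limits plus 3 SD of those, cut at about 17% in these data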;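 also: 0% = plate median of compound wells and 100% = probe without SIAE protein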
UHRF1 MBD2 ctr: UHRF1 methyl-DNA binding inhibition; Q96T88; UHRF1 binding to methylated oligo, TR-FRET; inhibition, % at 4.4 µM; hit rate 0.75% among 370,000; in the data active = inhibition above about 21%;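 also: UHRF1 SRA domain binding a hemimethylated CpG hairpin DNA probe; 0% = median of test compound wells and 100% = reference inhibitor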
TCR-CD3 inh: human TCR-CD3 binding inhibition | TAMRA-labeled TCR probe fluorescence, biochemical | inhibition, % at 9.4 µM | hit rate 0.37% among 360,000; in the data active = inhibition above about 19%;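 also: recombinant mutant TCR 2C K166C tagged with TAMRA read by polarization; 0% = receptor in buffer alone and 100% = receptor with positive control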
LEDGF integ inh: blocks HIV-1 LEDGF/p75-dependent DNA integration; TR-FRET IN-LEDGF/p75 DNA integration, Eu/Cy5; inhibition, % at 3.7 µM; hit rate 0.64% among 370,000;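 active = inhibition above the screen-wide mean plus 3 SD, cut at about 13% in these data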;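 also: signal is the Cy5 over europium emission ratio at 671 and 618 nm; 0% = plate median of compound wells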
TDP2 inh: TDP2 (human) inhibition, absorbance primary screen; O95551; recombinant TDP2, T5PNP hydrolysis, p-nitrophenol absorbance 415 nm; inhibition, % at 12.8 µM; hit rate 0.34% among 370,000; AID 720702;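 active = inhibition above the mean of all tested compounds plus 3 SD, set per campaign, cut at about 25% in these data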;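 also: 0% = DMSO with enzyme and 100% = buffer with substrate but no TDP2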
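test system = human TDP2 enzyme | input = TDP2 enzyme at 120 nM final | medium = 50 mM Tris-HCl pH 7.5 with Mg2+, KCl, DTT, BSA | also added = T5PNP substrate, 5 mM | times = 2 h at 37 °C | technique = epi absorbance | benchmarks = high control without enzyme, low control DMSO plus TDP2 | replication = each compound tested once, singlicate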
MBD2 inh: blocks human MBD2 binding to methylated DNA; Q9UBB5; TR-FRET, MBD2 binding to methylated oligonucleotide; inhibition, % at 4.4 µM; hit rate 0.31% among 370,000; AID 686964; in the data active = inhibition above about 13%
PRMT1 inh: blocks human protein arginine methyltransferase 1; Q99873; recombinant PRMT1, activity-based probe fluorescence polarization; inhibition, % at 2.79 µM; hit rate 1.3% among 370,000; AID 652257;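 active = inhibition above about 21% made by adding two undisclosed values, limit read from the data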
KLK7 zymogen act: proKLK7 (human) activation, primary screen; AID 652039; activation, % at 7 µM; purified proKLK7, EDANS-DABCYL substrate fluorescence; 100% is mature enzyme control, 0% vehicle; hit rate 0.9% among 370,000; P49862;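 active = activation above the mean of all tested compounds plus 3 SD, computed per campaign excluding outliers beyond control limits, cut at about 13% in these data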
Target sequence (P49862 whole entry, looked up): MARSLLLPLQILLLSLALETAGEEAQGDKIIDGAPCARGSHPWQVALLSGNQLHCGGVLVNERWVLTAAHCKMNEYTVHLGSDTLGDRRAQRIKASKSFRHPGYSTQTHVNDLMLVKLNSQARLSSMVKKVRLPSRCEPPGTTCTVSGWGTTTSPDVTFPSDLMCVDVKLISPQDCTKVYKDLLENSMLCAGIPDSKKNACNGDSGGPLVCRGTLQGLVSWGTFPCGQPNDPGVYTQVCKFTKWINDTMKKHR
* marks the source's active call; other numbers are inactive results; / = not tested or not shown.

Molecule,KLK7 zymogen act,LEDGF integ inh,DDE Tn7 FP inh,SIAE inh,UHRF1 MBD2 ctr,TCR-CD3 inh,PRMT1 inh,Tn6 DDE FP,TDP2 inh,MBD2 inh
CC(C)(C)c1ccc(C(=O)NC(=S)NNC(=O)c2cccs2)cc1,-0.3,1,2,5,1,-2,2,-9,-1,6
S=C1NC[C@H](c2ccccc2)N1CCCCC1CCCCC1,0.0,3,-17,3,-5,5,-1,-3,-6,-3
NS(=O)(=O)c1cccc(NC(=S)NCc2ccccc2)c1,0.2,2,1,4,0,5,1,-2,-11,1
COc1cc(/C=N/NC(=O)c2cnn3c(C)cc(-c4ccccc4)nc23)ccc1O,-1.3,-5,4,-12,-1,1,1,-6,5,-1
Cc1ccccc1C(=O)Nc1ccc(-c2nc3ccc(C(=O)c4ccccc4)cc3[nH]2)cc1,-97,-2,-2,-145,0,67*,2,38*,12,-1
COc1cc2c(cc1/C=C/C(=O)O)OC(C)C2 (stereo not drawn),64*,0,-1,13,0,3,-8,-5,-2,0
CC(C)COc1ccc(C(=O)Nc2ccccc2[N+](=O)[O-])cc1,-0.4,-1,-14,-1,-2,7,-1,3,-1,-3
COc1ccc(CNC(=O)CCS(=O)(=O)Cc2ccc(C)cc2)c(OC)c1,0.1,0,10,-4,-1,5,1,6,0,-1
O=C(Cn1cnc2cc([N+](=O)[O-])ccc2c1=O)N(Cc1ccccc1)C1CCS(=O)(=O)C1 (stereo not drawn),-0.2,2,-7,6,1,2,-6,5,7,1
O=C(CNC(=O)c1ccccc1)N/N=C/c1ccccc1Cl,-0.7,2,-4,11,1,3,-4,1,2,1
CC(=O)c1cccc(-c2ccc(CN3C(CC(C)C)C(=O)N(Cc4cn(CC5CCCCC5)nn4)CCS3(=O)=O)cc2)c1 (stereo not drawn),0.5,6,1,-5,21*,6,-6,0,3,4
CNC(=O)C(Sc1ccccc1)c1ccccc1 (stereo not drawn),-0.2,0,-8,2,2,4,-1,7,-11,-2
CS(=O)(=O)c1ccc(-c2cccc(NC(=O)COc3ccccc3)c2)nn1,0.1,-1,-4,-4,1,4,3,-5,3,-2
N#CC1=C(N)NC(SCC(=O)Nc2ccc(Br)cc2)=C(C#N)C12CCCCC2,0.1,-3,-4,-16,-1,8,6,-1,-13,-3
COc1ccccc1N1CCN(C(CNS(=O)(=O)c2cc(F)ccc2F)c2cccnc2)CC1 (stereo not drawn),-0.3,3,-3,-9,3,3,-3,-1,-21,2
O=C(COC(=O)CCCOc1ccc(Cl)cc1Cl)NCc1ccccc1,0.3,1,-1,3,5,-10,0,-5,-6,0
O=C(COC(=O)Cc1c(Cl)cccc1Cl)NCC1CCCO1 (stereo not drawn),0.7,-1,-3,-3,9,-8,8,2,-19,2
COc1ccc(NS(=O)(=O)c2ccc3oc(=O)c4[nH]c(=O)c(=O)n(C)c4c3c2)cc1,-3.6,3,5,4,-2,2,-1,-1,8,1
CCn1ncc(Cl)c1C(=O)Nc1cc([N+](=O)[O-])ccc1OC,0.2,-2,-3,16,-3,-1,-2,-2,5,-2
COC(=O)c1ccc(CNC(=O)C2CCC(=O)N(CCN3CCOCC3)C2)cc1 (stereo not drawn),0.2,0,2,-1,0,5,-3,-1,-15,-3
COc1ccccc1NC(=O)c1cc2cc(Br)ccc2cc1O,-48,-1,2,43*,2,8,1,-13,4,-2
COc1ccc(NC(=O)CCC(=O)N2CCC(c3ccccc3)=N2)cc1S(=O)(=O)N1CCCCC1,0.1,6,-4,0,2,-10,1,-2,2,9
CCn1c(SCC(=O)N/N=C/c2ccccc2OCC(=O)O)nnc1-c1ccc(C(C)(C)C)cc1,0.1,4,-1,-2,-1,0,0,-1,-5,0
COC(=O)[C@@H]1CC(O)CN1C(=O)C12CC3CC(CC(C3)C1)C2 (stereo partly drawn),1.0,-1,-4,7,-4,-2,-1,0,18,2

Random excerpt: 2 entries already listed
Molecule,KLK7 zymogen act,LEDGF integ inh,DDE Tn7 FP inh,SIAE inh,UHRF1 MBD2 ctr,TCR-CD3 inh,PRMT1 inh,Tn6 DDE FP,TDP2 inh,MBD2 inh
O=C(COC(=O)Cc1c(Cl)cccc1Cl)NCC1CCCO1 (stereo not drawn),0.7,-1,-3,-3,9,-8,8,2,-19,2
COc1ccccc1NC(=O)c1cc2cc(Br)ccc2cc1O,-48,-1,2,43*,2,8,1,-13,4,-2

Next part.
Molecule,KLK7 zymogen act,LEDGF integ inh,DDE Tn7 FP inh,SIAE inh,UHRF1 MBD2 ctr,TCR-CD3 inh,PRMT1 inh,Tn6 DDE FP,TDP2 inh,MBD2 inh
Cc1nc(CC(=O)c2ccc(O)c(C)c2O)cs1,-0.1,2,-1,4,5,-5,-2,-6,-4,7
CC1CCCN(S(=O)(=O)c2ccc([N+](=O)[O-])cc2)C1 (stereo not drawn),-0.3,0,-1,-9,1,-4,1,-3,0,2
O=C(CNC(=O)c1cccs1)Nc1cccc(S(=O)(=O)N2CCOCC2)c1,0.1,-1,2,-3,0,-15,6,1,-14,-1
CCOC(=O)C(CC1=CS(=O)(=O)c2ccc(Cl)cc21)(NC(C)=O)C(=O)OCC,-0.3,-3,6,9,-2,1,-3,3,-2,1
O=C1c2ccccc2CCC12N=NCC2c1ccc(Cl)cc1 (stereo not drawn),0.1,2,1,11,1,4,6,17*,-6,-4
O=C(N/N=C/c1cccnc1)c1cc2ccccc2o1,1.0,-1,0,1,-1,-2,3,1,2,3
COC(=O)c1cccc(NC(=S)Nc2cccc(Cl)c2C)c1,-0.4,1,0,8,-5,-5,-4,-3,6,3
CCCC(=O)NCc1ccccc1Cl,0.6,-4,4,-3,-1,2,-2,-3,7,-2
CN(C)C(=O)C1C2NC(=S)N(c3ccccc3)C1(C)Oc1ccccc12 (stereo not drawn),0.1,-4,-5,5,3,-8,-1,-2,-11,-3
CCN(CC)C(=O)C(c1ccccc1)S(=O)(=O)N1CCOCC1 (stereo not drawn),-0.4,5,1,2,0,5,1,10,4,0
Cc1cccc(NC(=O)CSc2nnnn2-c2ccc3c(c2)OCCO3)n1,0.1,-1,15*,8,2,2,-1,-6,-2,-3
CCOC(=O)/C=C1\Nc2ccccc2SC1=O,0.9,-1,-12,-3,1,-2,1,-5,-10,-2
C/C=C(\C)C(=O)NCCN1C2=NC[C@H](Cc3ccc(O)cc3)N2C[C@@H]1Cc1ccc(OC)cc1,0.2,-2,-9,-5,1,5,-2,-3,-3,-2
COc1ccccc1NC(=O)COC(=O)C12CC3CC(CC(Cl)(C3)C1)C2,1.1,2,-7,5,-2,1,-3,-12,-5,0
COc1ccc(SCC(=O)c2cc(C)c(OC(=S)N(C)C)c(C)c2)cc1,0.2,1,-8,-1,1,-3,18,-14,-4,1
Cc1ccc(C(=O)Nc2ccccc2C(=O)O)cc1S(=O)(=O)NC1CCCCC1,0.2,2,-6,-10,0,7,1,1,6,1
Cc1cc2c(=O)n(Cc3ccco3)c(SCC(=O)NCc3ccco3)nc2s1,-0.7,12,-6,-2,16,-7,58*,-6,-4,0
CN(C)c1ccc(N2C(=O)CC(Sc3ccccc3C(=O)O)C2=O)cc1 (stereo not drawn),-0.6,1,6,14,2,-1,82*,0,-4,-6
COc1ccc(C(=O)N2CCN=C2c2ccccc2)cc1OC,0.3,0,3,3,0,-2,0,3,-2,2
COc1ccc2c(CCNC(=O)/C=C/c3ccc(OC)c(OC)c3)c[nH]c2c1,0.4,4,-1,9,-1,5,0,0,2,-1
COc1ccc(S(=O)(=O)N2CCCC2CNC(=O)C(=O)NCc2ccccn2)cc1 (stereo not drawn),0.1,1,3,6,-2,-3,2,11,4,-1
CN1C(C(=O)NCc2cccc(Br)c2)CC2Cn3c(nc4cc5ccccc5cc43)C21 (stereo not drawn),0.3,-1,5,1,0,3,-1,2,-2,0
CCCCCNC(=O)c1ccc2c(=O)n(CCOC)c(=O)[nH]c2c1,-4.9,1,2,2,-1,1,-1,5,-9,2
CN(C)S(=O)(=O)c1cccc(C(=O)N/N=C\c2ccccc2)c1,0.0,-3,-1,1,2,/,0,6,-5,-1
COc1cccc(N2C(=O)CC(NNc3nc4ccccc4s3)C2=O)c1 (stereo not drawn),0.1,-4,-7,-2,1,-3,5,-3,2,-2
Cc1cc(C)c(S(=O)(=O)N2CCCCC2)c(C)c1N(C)S(=O)(=O)c1ccc(Cl)cc1,-0.5,-4,-3,-6,3,-4,1,5,2,3
CCc1ccccc1N1C(=O)CC(Sc2nccc(C)n2)C1=O (stereo not drawn),-0.5,-1,-2,2,0,-9,14,-3,3,2
CCO[C@@H]1OC(C(=O)N2CCOCC2)=C[C@H](c2ccc(Br)cc2)[C@H]1CCCO,-0.5,0,-6,-3,0,-2,-1,-2,-2,3
CCOCCOC(=O)C(C)Sc1n[nH]c(=O)[nH]c1=O (stereo not drawn),-0.4,1,-5,-2,2,2,-1,2,7,1
CCN(CC)CC(C)(C)COC(=O)c1oc2ccccc2c1C,-0.5,1,9,8,-1,-1,0,4,7,3
CCOC(=O)CNC(=O)C1Cc2ccccc2CN1S(=O)(=O)c1cccs1 (stereo not drawn),-0.4,-1,0,2,0,1,-6,-6,12,-3
Cc1cc(OCC(=O)c2ccc(Br)cc2)ccc1N1C(=O)CCC1=O,0.6,-2,-4,-11,0,3,-1,11,7,4
COc1cc(Cl)cc(NC(=O)CCN2CCN(C)CC2)c1,-0.4,1,4,0,2,3,-1,-4,9,-1
O=C(O)Cc1ccc2sc(-c3ccccc3)nc2c1,0.4,0,-6,-3,0,3,4,-2,-10,1
O=C(CCS(=O)(=O)c1ccc(Cl)cc1)OCC(=O)N1CCCCC1,-0.4,0,1,4,-2,-4,1,-1,-6,-2
CC1CC1C(=O)OCC(=O)Nc1cc(S(=O)(=O)N2CCCCC2)ccc1Cl (stereo not drawn),0.0,-5,6,-4,6,-10,6,0,-9,6
CC(NC(=O)COc1ccccc1Cl)c1ccccc1 (stereo not drawn),-0.2,-6,9,-8,1,-3,-1,-4,-2,3
Nc1nc2ccc(Cl)cc2cc1C(=O)NCCc1ccc(O)cc1,10,2,3,9,1,2,-3,5,9,2
COc1ccc(C2CC(C(F)(F)F)n3nc(C(=O)NCc4cn(C)nc4C)c(Cl)c3N2)cc1 (stereo not drawn),0.1,-4,-3,2,1,-4,3,-9,-19,-2

Structures above that bear a hit mark in DDE Tn7 FP inh:
Molecule,KLK7 zymogen act,LEDGF integ inh,DDE Tn7 FP inh,SIAE inh,UHRF1 MBD2 ctr,TCR-CD3 inh,PRMT1 inh,Tn6 DDE FP,TDP2 inh,MBD2 inh
Cc1cccc(NC(=O)CSc2nnnn2-c2ccc3c(c2)OCCO3)n1,0.1,-1,15*,8,2,2,-1,-6,-2,-3

From PubChem

Not a hit list. Share with any hit: about 4.6%.
